# Compound activity from PubChem.
# NCI-60 one-dose screen, 48 h, at 10 µM unless noted. Numbers give growth in % (100 = growth as untreated, 0 = no growth, -100 = all killed).
# BT-549 – BT-549 breast cancer. actives 4.4% (n = 78,000)
# HS 578T – HS 578T breast cancer. actives 4.1% (n = 78,000)
# T-47D – T-47D breast cancer; actives 5% (n = 79,000)
# MDA-MB-231 – MDA-MB-231 breast cancer | actives 5% (n = 81,000)
# K-562 – K-562 leukemia; AID 1794777; actives 7.4% (n = 78,000)
# MCF7 – MCF7 breast cancer. actives 6.3% (n = 82,000)
# SR – SR leukemia cells; actives 8.7% (n = 73,000); AID 1794780
# MDA-MB-468 – MDA-MB-468 breast cancer | actives 8.5% (n = 78,000)
# Starred values were filed as active, the others as inactive; / = no result given; & = joins results of further samples. How the source made its calls: active means growth percent below 10; inactive means the rest.
Compound	MCF7	SR	MDA-MB-231	BT-549	K-562	T-47D	MDA-MB-468	HS 578T
COc1ccc2c(c1)c(-c1noc(C(=O)c3cn(C)c4ncc(Br)cc34)n1)cn2C	80	64	25	83	71	50	76	28
CN1c2ccccc2S(=O)(=O)n2nc(CCSc3nc4ccccc4s3)nc21	101	42	97	103	82	102	/	71
O=c1oc2ccccc2cc1-c1cnc2ccc(Cl)cc2n1	68	72	102	107	87	80	89	108
CCCCCCC(C)c1ccccc1OS(=O)(=O)c1ccc(Cl)c(Cl)c1 (configuration not stated)	90	/	95	101	88	78	104	101
O=C1NN(c2ccccc2)C(c2cccnc2)=N/C1=C\c1cccnc1	92	74	93	101	102	97	90	87
COc1ccc(-c2cn3c(C(=O)Nc4ccccc4Cl)c(-c4ccccc4)c4c3n2CCCC4)cc1	71	63	87	86	50	79	84	114
C=CCNC(=S)NNC(=S)N/N=C/c1cc(OC)c(OC)c(OC)c1	91	93	80	98	87	82	102	100
COc1ccc(S(=O)(=O)NCCNc2nccc(-c3cn(-c4ccccc4)nc3-c3ccc(Cl)c(OC)c3)n2)cc1	97	90	94	113	94	105	90	105
Cc1ccc(/C=C2\CNC/C(=C\c3ccc(C)cc3)C2=O)cc1	1.8*	-3.0*	-16*	-72*	-29*	14	/	/
N#C/C(=C\c1ccccn1)c1nc(-c2ccc(Cl)cc2)cs1	36	20	49	53	54	59	51	85
CCn1c(C)nc2cc(N)ccc21	97	115	/	104	101	114	104	106
O=C(O)CCC(=O)c1ccc(Cl)c(Cl)c1	91	97	119	100	99	96	104	99
CCOc1ccccc1Nc1cc(Cl)nc(N)n1	87	125	107	100	85	98	131	101
COc1ccc(CN2C(=O)C3C/C(=C\N(C)C)C(=O)N3C2N(C)C)c(OC)c1 (configuration not stated)	93	90	109	101	84	91	109	111
CN1CCN(CCOc2ccc(-c3cnc4c(-c5ccc(C(F)(F)F)cc5)cnn4c3)cc2)CC1	10	-8.0*	32	48	-36*	27	42	56
CCN(CC)C(=S)Sc1nc2ccccc2s1	89	94	98	96	92	79	91	101
CC(Br)C(=O)C(CCCN(C)C)(c1ccccc1)c1ccccc1 (configuration not stated)	97	75	91	100	81	82	98	92
O=C1Nc2ccc(Cl)cc2/C1=C/c1ccc(OCC(=O)c2ccc(Br)cc2)cc1	80	103	76	118	102	84	111	89
Cc1ccc(N=C=S)cc1Cl	88	/	101	69	/	91	90	84
COc1cnc2c(c1)C(=O)c1c-2n(CCCn2ccnc2)c(=O)c2cc(F)ccc12	0.8*	-25*	5.7*	-11*	-4.9*	-9.7*	-36*	15

# The final three compounds of the section before lead into the next:
Compound	MCF7	SR	MDA-MB-231	BT-549	K-562	T-47D	MDA-MB-468	HS 578T
O=C1Nc2ccc(Cl)cc2/C1=C/c1ccc(OCC(=O)c2ccc(Br)cc2)cc1	80	103	76	118	102	84	111	89
Cc1ccc(N=C=S)cc1Cl	88	/	101	69	/	91	90	84
COc1cnc2c(c1)C(=O)c1c-2n(CCCn2ccnc2)c(=O)c2cc(F)ccc12	0.8*	-25*	5.7*	-11*	-4.9*	-9.7*	-36*	15
Cc1ccc(S(=O)(=O)O[C@@H]2CCCC[C@H]2OS(=O)(=O)c2ccc(C)cc2)cc1	110	70	/	121	54	103	92	/
CC/C(=C(/c1ccc(Cl)cc1)c1ccc(OCCN2CCCC2)cc1)c1ccccc1	23	-11*	74	78	4.3*	48	47	71
CC1(C)C(=O)C(C)(C)C1=O	96	/	103	114	121	108	116	123
C/C(=N\N=C1\SCC(=O)N1c1ccc(Br)cc1)c1cc2ccccc2oc1=O	84	104	98	107	101	103	97	109
COC(=O)C1(O)NC(=C(C#N)C#N)C(C#N)=C1C(C)=O (configuration not stated)	99	101	106	110	93	116	112	103
CCC(C)NCCCCCNc1cc(OC)cc2cccnc12 (configuration not stated)	95	69	101	93	83	85	86	104
Cc1ccc(Cl)cc1NC(=O)N(C)CCOC(=O)Nc1cccc(Cl)c1	95&92	112	102&82	98&93	107&88	110&75	98&91	94&91
CC(=O)c1ccc2c(c1)Cc1ccccc1-2	120	96	95	94	99	99	99	/
CC1=NN(c2ccccc2)C(=O)C1N=Nc1ccccc1S(=O)(=O)O (configuration not stated)	99&99	97	118&112	109&107	116&90	99&87	112&103	119&95
O=c1c2ccccc2oc2ccc(OCCCCCN3CCCCCC3)cc12	68	47	78	79	21	59	50	89
CCNC(=O)Oc1ccc(/C(=C(/C)c2ccccc2)c2ccc(OCCN3CCCCCC3)cc2)cc1	7.0*	0.6*	6.4*	-3.4*	2.4*	2.6*	-17*	-13*
C[N+]1=C(/C=C/c2ccc(O)cc2I)C(C)(C)c2ccccc21	77	63	90	98	93	75	86	94
CC1(C)Cc2c(Br)c(Br)c(Br)c(OCC(O)CN3CCOCC3)c2O1 (configuration not stated)	114	25	83	78	44	108	/	98
CC(O)(C(=O)O)c1cccc2ccccc12 (configuration not stated)	96	94	104	105	98	90	101	105
O=c1ccnc(SCc2ccccc2Cl)[nH]1	94&102	84&88	100&107	117	92&96	96&110	98&110	94&115
CC(C)OC(=O)N1CCOCC1	100	109	91	101	123	/	97	97
COCCOCCOC(c1cc2c(cc1Br)OCO2)C(C)Br (configuration not stated)	95	108	106	99	98	101	106	115
N#C/C(=C\c1ccco1)c1nc(-c2ccco2)cs1	32	94	96	90	89	44	20	102
C#CC1(OCC2CO2)CCCCC1 (configuration not stated)	99	95	112	103	105	97	110	132
Cc1ccc(NCc2ccccc2)cc1	96	86	108	103	113	92	93	/

# Individual results from above.
# MCF7, CC1=NN(c2ccccc2)C(=O)C1N=Nc1ccccc1S(=O)(=O)O (configuration not stated) stands at 99&99
# MDA-MB-231, CC(C)OC(=O)N1CCOCC1 stands at 91

# Some of these compounds in order of number of heavy atoms, ascending:
Compound	MCF7	SR	MDA-MB-231	BT-549	K-562	T-47D	MDA-MB-468	HS 578T
C#CC1(OCC2CO2)CCCCC1 (configuration not stated)	99	95	112	103	105	97	110	132
O=c1ccnc(SCc2ccccc2Cl)[nH]1	94&102	84&88	100&107	117	92&96	96&110	98&110	94&115
C[N+]1=C(/C=C/c2ccc(O)cc2I)C(C)(C)c2ccccc21	77	63	90	98	93	75	86	94
CCNC(=O)Oc1ccc(/C(=C(/C)c2ccccc2)c2ccc(OCCN3CCCCCC3)cc2)cc1	7.0*	0.6*	6.4*	-3.4*	2.4*	2.6*	-17*	-13*

# (listing goes on)
Compound	MCF7	SR	MDA-MB-231	BT-549	K-562	T-47D	MDA-MB-468	HS 578T
COc1cc(-c2nc(SC(C)C)nc(Nc3ccccc3Cl)c2C#N)cc(OC)c1OC	97	83	102	107	86	/	114	106
C=C1CC[C@@H]2[C@](C)(COC(C)=O)[C@H](OC(C)=O)CC[C@@]2(C)[C@@H]1CC(NCc1ccc(F)cc1)C1=CCOC1=O (some centres not stated)	17	7.7*	61	29	19	27	28	72
CN1CCCc2ccccc21	90	112	94	108	103	104	97	99
CCCC(=O)Oc1ccc(/C(=C(\C)c2ccc(Cl)cc2)c2ccc(OCCN(CC)CC)cc2)cc1	-78*	-36*	-41*	23	-20*	-33*	-64*	-38*
CCC1(/C=N/NC(N)=S)NC(=O)NC1=O (configuration not stated)	98	91	102	103	109	104	106	104
COc1ccc(NC(=O)COc2ccc(CC(=O)N3CCN(c4ccc(Cl)c(Cl)c4)CC3)cc2)cc1	75	23	54	53	52	67	56	88
O=C1CCC(NCCO)N1 (configuration not stated)	101	106	105	110	106	108	103	100
NS(=O)(=O)c1cccc(N/C=C/C(=O)c2ccccc2)c1	89	95	104	110	101	96	128	121
COc1ccc(Nc2ncc(Br)c(NCCCNC(=O)C3CCCC3)n2)cc1	42	47	-28*	40	31	77	54	29
Nc1c2c(nc3ccc(F)cc13)CC(c1ccc(Cl)cc1)CC2=O (configuration not stated)	92	63	104	99	98	111	111	122
COC(=O)c1nc(C)c(C)nc1N	91	94	108	105	104	99	86	94
CC(=O)N1N=C(c2ccc(Cl)cc2)CC1c1ccc(C)s1 (configuration not stated)	94	64	84	78	62	86	85	94
CN1CCc2c(sc3nc4n(c(=O)c23)NC(=O)CC(=O)N4c2ccc(Cl)cc2)C1	98	97	106	91	109	99	119	109
N#Cc1c(-c2cccs2)nc2c(c(-c3ccccc3)nn2-c2ccccc2)c1-c1ccc2c(c1)OCO2	83	106	95	109	85	81	121	90
CN1CCN(C(=O)Nc2cccc(-c3ccccc3)c2)CC1	92	105	105	112	97	101	107	95
COc1ccc(/C=C/C(=O)c2ccc(NC(=O)CSc3nnc(-c4ccc(-c5nc6ccc(Cl)cc6[nH]5)cc4)o3)cc2)cc1OC	89	68	98	87	122	95	104	96
Cc1ccc(-c2nn(-c3ccccc3)cc2/C=C2/CCc3ccccc3C2=O)cc1	75	84	96	109	90	93	99	98
NC(=O)c1ccc(O)cc1	97	98	113	115	103	107	110	105
CC(CCN(CC(=O)O)CC(=O)O)N(CC(=O)O)CC(=O)O (configuration not stated)	56	104	/	83	78	/	74	93
CSc1ncccc1C(=O)OCC(=O)Nc1oc(C)c2c(C)n[nH]c(=O)c12	84	/	109	99	88	103	98	104

# The listing continues:
Compound	MCF7	SR	MDA-MB-231	BT-549	K-562	T-47D	MDA-MB-468	HS 578T
CC1CCc2cc(F)cc3c(=O)c(C(=O)O)cn1c23 (configuration not stated)	112	95	83	104	93	100	109	103
CCCCc1ccc(C(Cl)(c2ccccc2)c2ccccc2)cc1	100	110	105	/	95	99	116	175
OC1(C(Cl)(Cl)Cl)CCCCC1	101	/	108	100	103	110	91	147
COc1cccc(C2=NN(c3ccc(-c4ccccc4)nn3)C(c3ccccc3)C2)c1 (configuration not stated)	/	95	74	88	93	80	90	94
Cc1nc(N/N=C/c2ccccc2O)c(C#N)c(C#N)c1C	39	54	68	73	84	39	73	95
Cc1nn(-c2ccccc2)c2nc3c(c(-c4ccc(Cl)cc4)c12)CNC1(CCCC1)N3	94	103	97	111	120	108	97	94
Oc1ccc(C=NC2CCCCC2)cc1	95	110	106	74	131	106	105	107
CCC1(C)NC(=O)NC1=O (configuration not stated)	99	92	/	105	112	/	102	105
COc1ccc(S(=O)(=O)n2cc(C=O)c3ccccc32)cc1OC	71	62	96	104	66	81	102	89
COc1ccc(C(=O)COc2ccc(/C=C3\C(=O)Nc4cc(Cl)ccc43)cc2)cc1	59&66	81&83	89&88	90&95	60&77	74&84	93&102	89&100
O=c1[nH]c2c(c(=O)n1-c1ccccc1)CCO2	101	/	110	104	47	105	103	101
CC1OC(O[C@H]2/C=C/C=C/C=C/C=C/C=C/C=C/C=C/[C@H](C)[C@@H](O)[C@@H](C)[C@H](C)OC(=O)CC(O)CC(O)CCC(O)C(O)CC(O)C[C@]3(O)C[C@H](O)C(C(=O)O)C(C2)O3)C(O)[C@H](N)C1O (some centres not stated)	29	/	59	37	92	54	83	-19*
Nc1nn2cc(-c3ccc(Cl)s3)nc2c2ccccc12	44	50	69	105	85	56	/	97
CCCCOc1ccc(NC(=O)n2nc(N)c3cc(N)ccc32)cc1	94	94	72	97	69	71	92	121
COc1ccc(/C=N/NC2=Nc3ccccc3C(=O)N3CCC[C@@H]23)cc1	98	102	96	96	89	88	98	92
CC12CCC3C(C)(CO)C(O)CCC3(C)C1CC(C1=CCOC1=O)O2 (configuration not stated)	96	107	105	111	107	105	106	107
C[N+](C)(C)CCNC(=O)c1ccc(OCc2ccccc2C(F)(F)F)cc1	90	115	95	104	95	112	96	102
CC1CN(c2nc3sc4c(c3c(=O)[nH]2)CCCC4)CC(C)O1 (configuration not stated)	90	98	103	92	99	88	97	103
CCOC(=O)c1c(-c2ccc(Cl)cc2Cl)c(C#N)c(=O)n(Cc2nc3ccccc3[nH]2)c1N	66	88	90	100	83	64	67	97
COc1ccc(/C=C/C(=O)c2ccc(NC(=O)CSc3nnc(-c4ccc(OC)c(OC)c4)o3)cc2)cc1	58	77	109	87	80	99	92	88

# Remaining list, next part
Compound	MCF7	SR	MDA-MB-231	BT-549	K-562	T-47D	MDA-MB-468	HS 578T
COc1ccc(-c2c[nH]c(C(=O)NCCCO)c2-c2cc(OC)c3c(c2OC)OCO3)cc1	98	108	94	99	104	/	103	91
CSC(=N\N=C\c1c(F)cccc1Cl)/N=C/N(C)C	88	85	98	107	102	97	99	99
Fc1ccc(C2=NN(c3cc(Cl)cc(Cl)c3)C(c3cccc(Nc4ccnc5cc(Cl)ccc45)c3)C2)cc1 (configuration not stated)	82	82	85	98	78	75	49	/
CC(=C(c1ccc(OCCN2CCCC2)cc1)c1ccc(OCCN2CCCC2)cc1)c1ccc(Cl)cc1	-75*	-46*	-68*	56	-44*	-65*	-85*	-31*
COc1ccc(/C=C/C(=O)c2c(C)nc3ccccc3c2/C=C/c2ccc(C)cc2)cc1O	34	/	92	96	46	60	83	93
Cc1ccc(S(=O)(=O)Nc2ccc(-c3cc(-c4ccccc4F)c(C#N)c(=O)[nH]3)cc2)cc1	25	70	82	81	70	60	80	79
CC1=Cc2cc(Cl)cc(Cl)c2OC12Oc1c(Cl)cc(Cl)cc1C=C2C	89	96	107	104	89	80	104	107
CC(C)(C)n1cc(-c2ccnc(NCCCNS(=O)(=O)c3ccccc3)c2)c(-c2ccccc2)n1	62	32	72	53	21	9.3*	25	96
IC1CC2CC1C1C=CCC21 (configuration not stated)	97	109	99	86	96	90	108	110
CCCCCCCCCCCCNC(=O)[C@H]1CSC(c2cc3ccccc3s2)N1 (some centres not stated)	42	-35*	-87*	-60*	-56*	53	-58*	-41*

# Hits appear at their usual frequency; about 14% have a hit in one of these screens.
